Nrf2 activator: Nrf2 pathway activation; AREc32 ARE-luciferase reporter (MCF7-derived line), luminescence, 24 h; Potency, µM (titrated, usually from 46.1 µM), for the others: at the top dose activation, usual class: activators; 410,000 tested, 0.31% active; note: % of control where 0% means no effect; nearly all actives have a fitted effect of over 65% in size
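Luminescent ARE reporter assay in AREc32_Fluc cells: overnight plating at 37 deg C, 24 hr compound incubation, Steady-Glo added, 30 min RT before reading.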
Nrf2 inh: inhibitors of Nrf2 signaling; A549 ARE-Fluc reporter, luciferase luminescence, 18-24 h; Potency, µM (titrated, usually from 46 µM), for the others: at the top dose activity change, negative = inhibition, actives largely listed as inhibitors; 360,000 tested, 2.1% active; AID 504444; note: % is set by controls: 0 for no effect and ±100 for the full control effect; nearly all actives have a fitted effect of over 60% in size
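Nrf2 function is reported as luminescence of an ARE-controlled luciferase in A549 cells. Compounds were tested at several concentrations, and a CellTiter-Fluor read on the same wells flagged cytotoxicity.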
HepG2 tox: kills HepG2 cells in TGF-b inhibitor counter-screen; HepG2 CAGA-GFP viability, ATP luminescence, 18 h; Potency, µM (top dose mostly 46.1 µM), inactives show top-dose activity change, negative = cytotoxicity, hits mostly cytotoxic; 410,000 tested, 0.76% active; AID 588856; note: some results filed as inactive show a strong effect at the top dose
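CellTiter-Glo luminescence gave cytotoxicity after 18 hours at 37 degrees C. The cells were HepG2 CAGA-GFP in 1% FBS DMEM, stimulated with 500 pg/mL TGF-beta after compound addition. %Activity was normalised to no-cell wells (complete cell-killing) and DMSO (no toxicity), and curves were fitted and classified.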
A549 viability: kills or reduces viability of A549 cells in Nrf2 counter-screen | AID 504648 | A549 ARE-Fluc cells, CellTiter-Fluor viability, 18-24 h | 390,000 tested, 0.16% active | Potency, µM (titrated, usually from 46 µM), inactives show at the highest dose activity change, negative = cytotoxicity, usual class: inhibitors; note: % is set by controls: 0 for no effect and ±100 for the full control effect
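A549 ARE-Fluc cells in 5% FBS OPTI-MEM, 5000 cells/well, rested 2 h then exposed to compounds in concentration-response for 18-24 h at 37 °C. Viability by CellTiter-Fluor fluorescence (Ex 405/Em 525) after 30 min; luciferase luminescence (BugLite, 15 min, RT) read afterwards.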
ATXN2 expr inh: reduces ATXN2 reporter expression in HEK-293 cells | Potency, µM (highest dose often 57 µM), inactives show at the highest dose activity change, negative = inhibition, actives largely listed as inhibitors | 360,000 tested, 0.72% active | HEK-293 ATXN2-luciferase reporter, luminescence, 24 h | AID 1745845; note: % is set by controls: 0 for no effect and ±100 for the full control effect; nearly all actives have a fitted effect of over 55% in size
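qHTS (up to 57 uM final) was run with 24 h compound exposure of reporter cells at 37 °C. Each well was multiplexed: SteadyGlo luminescence measured ATXN2-luciferase expression after a fluorogenic Gly-Phe-AFC viability readout (25 uM final).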
EPAC2 antag: antagonists of human EPAC2; EPAC2 GEF exchange of Rap1B-BODIPY-GDP, fluorescence; Q8WZA2; Potency, µM (highest dose often 114 µM), inactives show at the top dose activity, negative = inhibition, usual class: inhibitors; AID 720708; 360,000 tested, 0.18% active; note: % is set by controls: 0 for no effect and ±100 for the full control effect; nearly all actives have a fitted effect of over 45% in size; many of its hits are not listed in these tables
Target sequence (Q8WZA2 whole entry, looked up): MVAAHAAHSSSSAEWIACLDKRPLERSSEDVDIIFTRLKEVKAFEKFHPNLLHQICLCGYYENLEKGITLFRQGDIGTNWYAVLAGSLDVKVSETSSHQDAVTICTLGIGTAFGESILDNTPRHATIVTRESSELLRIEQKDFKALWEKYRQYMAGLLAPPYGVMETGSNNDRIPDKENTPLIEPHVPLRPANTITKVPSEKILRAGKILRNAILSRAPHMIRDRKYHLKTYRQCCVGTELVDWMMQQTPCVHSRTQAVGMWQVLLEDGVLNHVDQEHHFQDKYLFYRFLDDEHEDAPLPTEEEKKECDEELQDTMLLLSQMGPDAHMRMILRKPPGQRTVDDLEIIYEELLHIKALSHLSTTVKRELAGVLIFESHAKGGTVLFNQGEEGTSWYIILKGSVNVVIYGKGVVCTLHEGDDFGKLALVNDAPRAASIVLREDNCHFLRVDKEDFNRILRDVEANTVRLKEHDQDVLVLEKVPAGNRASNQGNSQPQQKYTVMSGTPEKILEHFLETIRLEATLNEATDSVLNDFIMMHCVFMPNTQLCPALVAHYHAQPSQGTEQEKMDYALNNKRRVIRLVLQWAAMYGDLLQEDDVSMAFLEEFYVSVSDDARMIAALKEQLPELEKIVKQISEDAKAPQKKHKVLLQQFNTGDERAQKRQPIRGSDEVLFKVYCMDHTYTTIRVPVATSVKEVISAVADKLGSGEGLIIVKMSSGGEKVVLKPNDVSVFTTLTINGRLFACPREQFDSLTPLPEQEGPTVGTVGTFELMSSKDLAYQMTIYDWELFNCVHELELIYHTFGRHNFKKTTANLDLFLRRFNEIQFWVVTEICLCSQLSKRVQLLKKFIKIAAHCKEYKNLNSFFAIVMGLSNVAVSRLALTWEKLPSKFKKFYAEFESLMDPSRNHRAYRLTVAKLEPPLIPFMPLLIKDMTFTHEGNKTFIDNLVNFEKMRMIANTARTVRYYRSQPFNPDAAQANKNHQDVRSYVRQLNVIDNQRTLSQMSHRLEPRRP
MCF10A rerep: inducers of DNA re-replication in MCF 10A breast cells. MCF 10A DNA re-replication, Hoechst nuclear intensity, 48 h. AID 624296. Potency, µM (titrated, usually from 46.1 µM), for the others: at the top dose activity, positive = re-replication, most hits filed as activators. 350,000 tested, 2.9% active; note: % of control where 0% means no effect; nearly all actives have a fitted effect of over 50% in size
ATXN viability: reduces viability in counter-screen for ATXN expression inhibitors | S2 cells (HEK-293 line with an ATXN2-luciferase reporter) viability, CellTiter-Fluor protease fluorescence, 24 h | Potency, µM (top dose mostly 56.7 µM), usual class: cytotoxic | 400,000 tested, 0.49% active | AID 651635; note: nearly all actives have a fitted effect of over 40% in size
TGFb inhibitor: inhibitors of TGF-b signaling; HepG2 CAGA-GFP TGF-b/SMAD3 reporter, GFP fluorescence, 18 h; TGF-beta stimulated, 500 pg/mL final; Potency, µM (titrated, usually from 46.1 µM), for the others: top-dose activity, negative = inhibition, most hits filed as inhibitors; 410,000 tested, 1.2% active; AID 588855; note: % is set by controls: 0 for no effect and ±100 for the full control effect; nearly all actives have a fitted effect of over 65% in size
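Read-out: total well GFP (ex488/em500-530) summed from mean per-cell fluorescence. Cells: HEPG2 CAGA-GFP, 1% FBS DMEM, 18 h at 37 degrees C with 500 pg/mL final TGF-beta. Unstimulated wells served as the full-inhibition control; stimulated DMSO wells = 0%.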
* marks the source's active call; other numbers are inactive results; i = inactive; ? = inconclusive; . = not tested or not shown; [ ] = remark or other dose. Calls come from the whole dose curve; as a rule, active = well fitted curve in the direction sought with a large enough effect; inconclusive = small, poorly fitted or top-dose-only effect, or another doubt; inactive = no such curve, though single readings can be large; an effect the other way counts as inactive or inconclusive. Potency is the fitted concentration of half-maximal effect. An excerpt. The share of hits here may be higher or lower than overall.

SMILES	Nrf2 activator	Nrf2 inh	HepG2 tox	A549 viability	ATXN2 expr inh	EPAC2 antag	MCF10A rerep	ATXN viability	TGFb inhibitor
C[C@H](CO)N1C[C@H](C)[C@@H](CN(C)C)Oc2c(NC(=O)CCC(F)(F)F)cccc2C1=O	-0.8%	-2%	7%	-2%	1%	2%	-10%	i	?
O=C(NCCCCNC(=O)c1c(Cl)cccc1Cl)c1c(Cl)cccc1Cl	-1.1%	2%	3%	2%	7%	6%	10%	i	-4%
CCc1ccc(/C=C/c2c[nH]c3ccccc23)[n+](CC)c1	7.2%	6.5µM*	-4%	?	-35%	5%	28%	?	?
O=C(Nc1ccccc1N1CCOCC1)c1cccs1	-0.1%	-2%	-28%	7%	1%	12%	2%	i	0%
COc1ccc(C)cc1-n1c(SCC(=O)Nc2cc(C)on2)nc2ccccc2c1=O	0.8%	?	-40%	-3%	1%	-4%	3%	i	-15%
CC(C)C[C@@H]1NC(=O)[C@H](Cc2ccc(O)cc2)NC(=O)c2cc([N+](=O)[O-])cc(I)c2NCCC[C@@H](C(N)=O)NC1=O	-0.1%	-1%	-6%	-10%	2%	15%	2%	i	-2%
CCOC(=O)/C(=N\Nc1ccccc1Cl)N1CCN(c2ccccc2OC)CC1	0.3%	14%	-36%	16%	-23%	6%	19%	i	-1%
N#Cc1ccccc1S(=O)(=O)N1CCN(C(=O)C2CCC2)CC1	-0.1%	-7%	-3%	2%	7%	15%	-5%	i	-24%
C=CC[C@@H](CC(=O)OC(C)(C)C)C(=O)OC[C@@H]1CCCN1C(=O)[C@@H](CC=C)CC(=O)N[C@@H](CO)Cc1ccccc1	0.5%	-8%	-32%	-12%	-15%	-1%	-3%	?	-24%
CC(=O)OCC(=O)Nc1cc(S(=O)(=O)N2CCCCCC2)ccc1Cl	-0.8%	-3%	0%	-4%	.	1%	-5%	i	11%
Cc1cccc(C)c1NC(=O)CNC(=O)C(Cc1ccccc1)NC(=O)c1ccccc1 (configuration not stated)	1.7%	16%	-19%	5%	-2%	2%	-1%	i	11%
Cc1ccc(SC(C)C(=O)O/N=C(\N)c2ccncc2)cc1 (configuration not stated)	-0.3%	?	-2%	1%	2%	-18%	3%	i	-8%
COc1ccc(C(=O)NC(=S)N2CCCCC2)cc1[N+](=O)[O-]	0.2%	-1%	7%	-4%	2%	-1%	3%	?	15%
COc1ccc(NC(=O)Cc2cccc3ccccc23)cc1	-0.9%	2%	3%	?	.	-2%	14%	i	0%
Cc1ccc2oc(-c3cccc(NC(=O)c4ccc(N5CCC(C)CC5)c([N+](=O)[O-])c4)c3)nc2c1	-0.7%	3%	-44%	3%	12%	.	.	i	-27%
O=[N+]([O-])c1cc2c(cc1/C=N/n1c(-c3ccccc3)n[nH]c1=S)OCO2	2.8%	-14%	0%	-18%	-21%	3%	4%	i	0%
COCCN(C(=O)CSc1n[nH]c(-c2ccccc2)n1)c1c(N)n(Cc2ccccc2)c(=O)[nH]c1=O	-0.7%	-6%	1%	1%	-13%	4%	-1%	i	?
Cn1c(SCC(=O)NCCc2ccccc2)ncc(C(=O)Nc2ccc(F)cc2)c1=O	2.5%	?	4%	1%	8%	-8%	-1%	i	-13%
COc1cccc(C2C(C(=O)Nc3ccc(Cl)cc3)=C(C)Nc3nc4ccccc4n32)c1OC (configuration not stated)	0.0%	6%	-19%	2%	26%	.	.	i	?
CCOc1ccc(-c2nnn(CC#N)n2)cc1OC	0.0%	25%	17%	-5%	-4%	14%	10µM*	?	-12%

Only ATXN2 expr inh, EPAC2 antag and TGFb inhibitor (5 entries from above):
Molecule	ATXN2 expr inh	EPAC2 antag	TGFb inhibitor
COc1ccc(NC(=O)Cc2cccc3ccccc23)cc1	.	-2%	0%
Cc1ccc2oc(-c3cccc(NC(=O)c4ccc(N5CCC(C)CC5)c([N+](=O)[O-])c4)c3)nc2c1	12%	.	-27%
O=[N+]([O-])c1cc2c(cc1/C=N/n1c(-c3ccccc3)n[nH]c1=S)OCO2	-21%	3%	0%
COCCN(C(=O)CSc1n[nH]c(-c2ccccc2)n1)c1c(N)n(Cc2ccccc2)c(=O)[nH]c1=O	-13%	4%	?
Cn1c(SCC(=O)NCCc2ccccc2)ncc(C(=O)Nc2ccc(F)cc2)c1=O	8%	-8%	-13%

The list continues:
SMILES	Nrf2 activator	Nrf2 inh	HepG2 tox	A549 viability	ATXN2 expr inh	EPAC2 antag	MCF10A rerep	ATXN viability	TGFb inhibitor
Cc1nc2nc(-c3ccc(Cl)cc3)cn2nc1C	0.9%	?	0%	17%	10%	11%	-1%	.	-19%
O=C(/C=C/c1ccco1)NCCc1ccc(F)cc1	14µM*	?	8%	-12%	39%	0%	4%	i	7%
COCCN(Cc1ccc(C)cc1)C(=O)[C@H]1O[C@@H](n2ccc(=O)[nH]c2=O)[C@H](O)[C@@H]1O	-0.5%	.	-31%	.	-5%	6%	.	i	0%
O=S(=O)(Cc1ccccc1)NCc1ccccn1	0.3%	2%	0%	23%	-2%	3%	2%	i	6%
CSc1cccc(CN2CCC(n3nccc3NC(=O)C3CC3)CC2)c1	-1.7%	6%	2%	8%	-18%	-3%	-1%	i	-1%
O=C(CNCCc1ccc(Cl)cc1Cl)NCc1ccco1	4.4%	4%	-15%	-4%	1%	-18%	14%	i	0%
O=C(c1ccc(S(=O)(=O)c2ccccc2)cc1)N1CCc2ccccc2C1	2.6%	-28%	-8%	2%	-6%	-3%	4%	i	-3%
COC(=O)c1ccc(Cl)c(NC(=O)CSc2ncn[nH]2)c1	-0.1%	8%	-27%	-1%	12%	8%	1%	i	?
Cc1n[nH]c(C)c1NC(=O)c1cc([N+](=O)[O-])ccc1Cl	-0.4%	1%	-10%	2%	.	0%	2%	?	-3%
Cc1ccc(S(=O)(=O)C2(C(=O)N3CCCCCC3)CC2)cc1	-0.8%	17%	3%	-1%	5%	0%	-1%	i	-7%
Nc1c(-c2nc(-c3ccccc3)cs2)c2ccccn2c1C(=O)c1ccc2c(c1)OCO2	0.4%	5%	-11%	-10%	12%	.	.	i	7%
CC(CC(=O)Nc1ccc2c(c1)c(=O)n(C)n2Cc1ccc(F)cc1)C(F)(F)F (configuration not stated)	2.9%	.	-4%	.	-6%	11%	.	i	28%
Cc1ccc(CNC(=O)Cn2c(=O)n(-c3ccc(C)c(F)c3)c(=O)c3sc4ccccc4c32)cc1	-0.9%	1%	1%	-1%	6%	.	.	i	3%
NS(=O)(=O)c1ccc(CCNC(=O)c2cccnc2)cc1	0.0%	.	-2%	8%	7%	-4%	-10%	i	-4%
O=c1c2ccccc2sc2ccc(NCCCN3CCOCC3)cc12	-1.4%	?	-63%	1%	4%	-10%	?	i	-2%
Cc1ccc(NC(=O)COc2ccc(N3CC(C(N)=O)CC3=O)cc2)c(C)c1 (configuration not stated)	0.3%	2%	20%	1%	-8%	4%	15%	i	13%
CCOC(=O)C1=C(C)NC(C)=C(C(=O)OCC)C1c1ccc(C)o1	3.0%	-7%	0%	14%	-28%	?	-3%	i	-13%
CC(=O)OC(C(=O)NC1CCCCC1)c1cccc(F)c1 (configuration not stated)	-0.1%	7%	0%	-4%	-1%	10%	11%	?	7%
CC(=O)c1ccc(N2CCN(S(=O)(=O)c3ccc4[nH]c5c(c4c3)CCCCC5)CC2)cc1	0.3%	?	-15%	4%	3%	.	.	i	-7%
Cc1cc(C)n2nc(C(=O)OCC(=O)c3ccccc3)nc2n1	12%	-10%	-4%	7%	-19%	-10%	?	i	-7%
Cc1ccccc1NC(=S)N1CCCN(Cc2ccc(F)cc2)C1	0.1%	2%	1%	15%	.	-2%	12%	i	-13%
Cc1cc(C)c(S(=O)(=O)NCc2nc3nc(C)cc(C)n3n2)c(C)c1	-0.3%	6%	-8%	-2%	-13%	1%	13%	i	-13%
Cc1cccc2sc(NNC(=O)c3ccc(S(=O)(=O)N4CC(C)CC(C)C4)cc3)nc12 (configuration not stated)	-2.6%	?	-62%	-1%	?	-20%	?	i	?
C=CCSC1=Nc2sccc2C2=NC(=O)CN12	4.5%	.	-29%	2%	1%	3%	-2%	i	-2%
Cc1c(Cl)c([N+](=O)[O-])nn1Cc1ccc(C(=O)N/N=C\c2cc(Cl)ccc2O)o1	-0.2%	?	-1%	-4%	2.8µM*	-7%	9%	?	?
CCCS(=O)(=O)c1nc(S(=O)(=O)c2ccc(C)cc2)c(NCc2ccccc2Cl)s1	3.5%	-4%	-5%	8%	.	.	.	.	.
O=C(Nc1ccc(O)cc1)c1cccc(Oc2ccc([N+](=O)[O-])cc2)c1	7.3%	?	9%	0%	-34%	-6%	25%	i	8%
Cc1ccc(C(=O)NCC(=O)OCC(=O)c2ccc3c(c2)OCCO3)cc1C	-0.3%	19%	4%	-1%	8%	2%	3%	i	7%
CSc1ccc(CN2CCC(CO)(Cc3ccc(Cl)cc3)CC2)cc1	6.0%	?	-156%	-6%	?	1%	?	?	22µM*
CC[C@]12CCCN3CCc4c(n(c5ccccc45)C(=O)C1)C32 (some centres not stated)	-0.7%	2%	-3%	3%	-8%	-15%	-10%	i	39%[activator]
COc1ccc(/C=C2\SC(=S)N(CCCC(=O)NNC(=O)c3ccccc3O)C2=O)cc1	-2.8%	13µM*	0%	-8%	?	2%	23%	i	3%
CCCOC(=O)c1[nH]c2c(c1C)C(=O)CC(c1cccs1)C2 (configuration not stated)	7.0%	2%	-8%	?	-15%	11%	0.21µM*	i	?
O=C(CN1CC(c2ccccc2)CC1=O)Nc1ccc2c(c1)OCO2 (configuration not stated)	-0.2%	-9%	-1%	23%	15%	-9%	0%	i	-5%
O=c1c(S(=O)(=O)c2ccccc2)cn(Cc2ccc(F)cc2)c2cc(N3CCOCC3)c(F)cc12	0.3%	-12%	7%	-8%	.	.	.	.	2%
C#CC(C)(CC)NC(=O)c1cnn2c(C(F)F)cc(-c3ccccc3OC)nc12 (configuration not stated)	-0.9%	.	20%	-4%	3%	.	.	i	11%

Bioassay records (PubChem)
